Screening data: PubChem BioAssay, several laboratories
dFosB act: enhances mouse delta FosB homodimer DNA binding; purified delta FosB, TAMRA-CDK5 oligo fluorescence polarization; percent of positive-control signal above neutral wells; activation, % at 25 µM; hit rate 0.99% among 340,000; AID 493131;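 active means mean activation above about 17%, with every replicate also reaching it, limit read from the data, passing the limit was not always enough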;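 further: fluorescence polarization rise as delta FosB binds a TAMRA Cdk5 AP-1 oligo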
Target sequence (P13346 whole entry, looked up): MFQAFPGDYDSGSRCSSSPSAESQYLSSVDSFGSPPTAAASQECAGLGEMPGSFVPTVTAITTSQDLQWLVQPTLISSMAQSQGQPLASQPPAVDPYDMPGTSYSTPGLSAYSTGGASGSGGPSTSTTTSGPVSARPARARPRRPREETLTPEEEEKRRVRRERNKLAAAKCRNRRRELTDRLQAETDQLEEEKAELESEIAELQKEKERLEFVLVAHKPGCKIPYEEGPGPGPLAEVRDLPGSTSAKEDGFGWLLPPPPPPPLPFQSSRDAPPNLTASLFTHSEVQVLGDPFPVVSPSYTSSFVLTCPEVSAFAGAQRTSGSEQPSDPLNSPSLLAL
Arr AP2 block: inhibitors of human beta-arrestin and AP2 interaction | hit rate 0.31% among 340,000 | FITC-arrestin peptide / GST-AP2 beads, flow cytometry; AP2 beta2 appendage carries R879A mutation | inhibition, % at 10 µM | AID 504490;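 active means inhibition above a set limit, near 3 SD of compounds lacking own fluorescence, cut at about 54% in these data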;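 further: plate controls were DMSO wells for no effect and 5 µM unlabelled arrestin peptide for full effect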
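Measured by: flow cytometry, FL1 (488/535 nm); Material: AP2 appendage R879A on GSH beads; Evaluation: percent response; Timing: pre-incubation 12 min, peptide binding 1 h, room temperature; Also added: 50 nM FITC-arrestin peptide; Medium: PBS with 0.05% Tween 20 and 0.1% BSA.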
SR-BI HDL uptake: mouse SR-BI HDL lipid transfer inhibition | Q61009 | ldlA[mSR-BI] CHO cells, DiI-HDL uptake fluorescence, 3 h | inhibition, % at 12.5 µM | hit rate 0.96% among 320,000 | AID 488896;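 active means mean replicate inhibition of at least 70% and a set share of replicates each scoring 70 or more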;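 further: 0% = median of neutral control wells and 100% = median of positive control wells; values of inactives mirror those of a sister screen read the other way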
PKA-R1A activ: activates the PKA-R1A holoenzyme complex. activation, % at 11.4 µM. AID 504707. PKA-R1A dissociation, Cy5-IP20 fluorescence polarization; scaled: DMSO 0%, 113 µM cGMP 100%. P00514+P68181. hit rate 0.083% among 340,000;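 active means percent activation above the mean of all tested compounds plus 3 SD, cut at about 19% in these data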;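 further: higher means more PKAc released from R1A so a rise in polarization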
Pemphigus Ab inh: inhibitors of pemphigus antibody binding to human desmoglein-3 | P32926 | DSG3-coupled beads, scFv-anti-DSG3-GFP binding, flow cytometry; active compounds read low | binding (percent of control), % at 10 µM | hit rate 0.48% among 310,000 | AID 588358;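 active means binding more than 3 SD below its plate's average and above zero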;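 further: hits lower antibody fragment binding to DSG3; some compounds called inactive have numbers as strong as hits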
CDK5 p35 inh: CDK5/p35 (human) kinase inhibition; Q00535+Q15078; Recombinant CDK5/p35, ADP-Glo luminescence, 60 min; inhibition, % at 10 µM; hit rate 0.01% among 330,000; AID 488839;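 active means highest replicate inhibition of at least 50% and at least 75% of replicates reaching 50%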;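 further: plate controls were DMSO neutral control for no effect and GW8510 at 10 µM for full effect; many of its hits are not listed in these tables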
NSD2 HMT inh: NSD2 (human) methyltransferase inhibition; O96028; inhibition, % at 12.5 µM; hit rate 0.54% among 310,000; NSD2 peptide methylation, AlphaScreen, 120 min; in the data active means inhibition above about 50%
Mot1-301 SUMO: inhibitors of SUMOylation pathway: yeast Mot1-301 growth rescue. hit rate 1% among 320,000. growth rescue, % at 18.8 µM. AID 2716. S. cerevisiae Mot1-301 growth rescue, ATP luminescence, 38.5C; percent above DMSO median, 100 means doubled;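 active means every valid replicate shows activation above 250% relative to neutral control wells; inactive means the rest, any valid replicate at or below 250%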;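 further: OY570 slx delta 5 strain wells were the positive control but not used for scaling; some compounds called inactive have numbers as strong as hits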
MITF TRPM1 HTS: MITF TRPM1 promoter activation in melanoma cells | hit rate 0.75% among 300,000 | activation, % at 12.5 µM | AID 588334 | SK-MEL-5 TRPM1-promoter luciferase, 24 h; % of positive control, neutral wells = 0;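 active means mean activation of at least 80% with every replicate also reaching 80%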;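 further: 0% = neutral control wells and 100% = parthenolide positive control wells; values of inactives mirror those of a sister screen read the other way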
PKA-R2B act: activates the human PKA-R2B holoenzyme complex | PKA-R2B holoenzyme dissociation, Cy5-IP20 fluorescence polarization; R2B truncated from residue 108, S112A mutant; 0% DMSO only, 100% 113 µM cGMP | activation, % at 11.4 µM | hit rate 0.079% among 340,000 | AID 504700;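 active means activation above a cutoff set at the mean over all compounds plus 3 SD, cut at about 18% in these data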;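 further: higher means more holoenzyme dissociation and a rise in polarization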
Target sequence (P31323 whole entry, looked up, other chains not shown, the tested form may be a part): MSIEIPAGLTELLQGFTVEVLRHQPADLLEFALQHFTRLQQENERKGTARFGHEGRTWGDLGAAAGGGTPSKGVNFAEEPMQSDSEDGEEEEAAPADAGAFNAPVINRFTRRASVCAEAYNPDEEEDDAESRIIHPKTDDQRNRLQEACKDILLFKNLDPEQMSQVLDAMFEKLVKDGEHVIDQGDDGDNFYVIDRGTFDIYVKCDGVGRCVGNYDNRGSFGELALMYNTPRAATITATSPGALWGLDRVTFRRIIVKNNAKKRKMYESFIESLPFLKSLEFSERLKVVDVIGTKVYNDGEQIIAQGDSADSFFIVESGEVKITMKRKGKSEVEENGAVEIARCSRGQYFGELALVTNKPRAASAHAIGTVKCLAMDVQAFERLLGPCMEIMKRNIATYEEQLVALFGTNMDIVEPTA
SR-BI DiI-HDL act: enhances SR-BI lipid uptake from DiI-HDL; CHO ldlA[mSR-BI] cells, DiI-HDL uptake fluorescence, 3 h; 100 = double the neutral-control signal; activation, % at 12.5 µM; hit rate 0.096% among 320,000; AID 504775;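 active means mean replicate activation of at least 60% and every replicate at or above 60%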;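 further: 0% = median plate neutral-control signal and 100% = twice that signal; values of inactives mirror those of a sister screen read the other way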
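Material: SR-BI-overexpressing, LDLR-lacking CHO cells | Dosing: Single compound concentration, delivered by pin transfer | Probe or stimulus: Labelled HDL, 10 µg/mL | Signal: Bottom-read cell fluorescence after medium removal, ex 550/em 595 nm | Schedule: 3 h, 37 °C | Evaluation: HDL uptake via cellular fluorescence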
Active calls of the source: *; · = no result given.

SMILES	dFosB act	Arr AP2 block	SR-BI HDL uptake	PKA-R1A activ	Pemphigus Ab inh	CDK5 p35 inh	NSD2 HMT inh	Mot1-301 SUMO	MITF TRPM1 HTS	PKA-R2B act	SR-BI DiI-HDL act
Cc1ccsc1C(=O)OCC(=O)c1ccc(OC(F)F)cc1	-8.2	-9.5	-7.3	-11.0	·	-0.4	1.0	32.3	32.9	-6.2	7.3
CSc1nc(C)cc(OCC(=O)N2CCOCC2)n1	-1.1	24.0	6.8	1.0	99.7	-0.4	-1.4	398.1	-8.8	-3.9	-6.8
COc1cc(-c2ccc(NC(=O)CN3CCC(C)CC3)c(OC)c2)ccc1NC(=O)CN1CCC(C)CC1	-2.7	5.3	24.3	6.2	103.7	-1.6	0.9	·	·	0.4	-24.3
CS(=O)(=O)N1CCCC(C(=O)Nc2ccccc2C(F)(F)F)C1 (configuration not stated)	1.0	9.5	-16.7	-4.5	100.8	0.3	0.2	1.3	-10.2	7.1	16.7
COC(=O)CNC(=O)c1cn(CC(C)C)c(=O)c2cc(OC)c(OC)cc12	-6.8	-9.0	-28.4	9.7	98.6	1.6	·	77.1	2.4	4.9	28.4
COc1ccc(/C=C/C(=O)NC(=S)NNC(=O)c2cccs2)cc1OC	-4.9	-3.8	·	5.6	87.7	-2.2	-2.1	5.5	0.2	-0.2	·
CCCC[C@@H]1CN=C(N)N1CC(C)(C)C	-11.7	4.6	-4.9	-5.1	104.6	-0.6	·	5.2	9.6	5.1	4.9
COc1cccc(C(=O)Oc2cccc(N3C(=O)C4C5CC(C(Br)C5Br)C4C3=O)c2)c1 (configuration not stated)	-9.4	-2.3	-18.4	-3.1	96.8	0.8	-0.5	-4.6	·	-3.1	18.4
CC(=O)c1ccc(Cc2ncc(C(F)(F)F)cc2Cl)s1	-3.2	-3.6	-27.5	-3.2	108.8	-0.3	1.0	4.1	-0.3	-11.3	27.5
COc1cccc(OCc2cc(C(=O)N3CCN(C4CCCC4)CC3)no2)c1	-5.9	14.8	11.6	8.9	109.1	-1.0	1.3	-10.2	18.0	-2.7	-11.6
Cc1ccc(NC(=O)COC(=O)c2c[nH]c3ccccc23)cc1C	-4.3	-4.0	-14.5	-9.3	95.8	0.9	0.6	-7.8	-13.1	0.5	14.5
O=C(CSc1n[nH]c(=O)n1C1CC1)Nc1ccc(OC(F)(F)F)cc1	5.1	37.6	-15.0	3.0	94.9	0.0	-2.0	1.5	3.1	0.1	15.0
CCOC(=O)N1CCC(NC(=O)COc2cc(=O)n(C)c3ccccc23)CC1	-7.7	11.7	9.2	-5.0	98.7	0.8	·	-9.1	0.3	-2.1	-9.2
CSc1nc(-c2ccco2)nn1C(=O)c1ccco1	0.1	7.1	-4.4	-9.5	104.8	-0.3	·	-3.2	·	-3.7	4.4
COc1ccc(CCNC(=O)C(=O)Nc2ccc3c(c2)OCCO3)cc1OC	1.1	5.6	-11.9	-9.8	97.7	-0.8	-1.9	·	4.1	-0.2	12.0
Cc1cc(NCCCN2CCOCC2)n2ncc(-c3ccc(Cl)cc3)c2n1	-4.1	18.6	47.8	1.6	107.6	0.4	-2.1	191.9	13.0	3.0	-47.8
O=C(CSc1nc2ccccc2s1)N1N=C(c2cccs2)CC1c1ccc(F)cc1 (configuration not stated)	1.7	15.3	-0.3	5.0	108.2	-0.7	-2.6	10.0	-1.0	-1.3	0.3
CCn1c(SCC(=O)Nc2ccc(F)cc2)nnc1C1CC1	-5.4	2.1	-3.4	-3.6	117.0	-1.5	12.0	-10.0	3.2	-5.7	3.4
O=C(CN(C1CCCCC1)S(=O)(=O)c1ccc(Br)cc1)NCc1ccncc1	-13.0	-13.7	-19.7	-7.7	97.2	0.0	0.0	12.1	13.1	8.1	19.7
O=C(CN(C(=O)CCC(=O)Nc1nccs1)C1CCCC1)NCc1ccc2c(c1)OCO2	-1.4	-7.2	6.0	-10.7	100.7	-2.1	-3.3	-0.3	11.6	-11.5	-6.0
CCOC(=O)[C@H]1[C@H]2COc3ccc(Cl)cc3[C@@H]2N2C(=O)CNC(=O)[C@@]12C	4.6	3.9	10.8	-12.1	97.8	2.2	·	-13.1	-5.9	0.1	-4.3
COc1cc(C(CCN2CCOCC2)c2c(OC)cc(OC)c3c(-c4ccccc4)cc(=O)oc23)cc(OC)c1OC (configuration not stated)	-12.7	14.0	-13.6	-5.0	99.5	0.3	·	·	7.5	1.7	13.6
C=CCOc1ccccc1/C=N/NC(=O)Cc1ccc(C)cc1	-8.8	1.8	66.3	-8.6	115.9	0.1	2.6	-5.9	-0.5	-3.6	-66.3
CCCc1nnc(SCC(=O)Nc2cccc(Cl)c2Cl)o1	-1.0	-1.1	·	7.5	112.6	1.7	-1.2	-2.0	·	9.0	·
COc1ccccc1NC(=O)N1CCN(C)CC1	-1.9	-6.5	-10.2	-7.2	100.1	-1.6	1.8	·	11.8	-3.1	10.2

Looked up by compound from the entries so far:
SMILES	dFosB act	Arr AP2 block	SR-BI HDL uptake	PKA-R1A activ	Pemphigus Ab inh	CDK5 p35 inh	NSD2 HMT inh	Mot1-301 SUMO	MITF TRPM1 HTS	PKA-R2B act	SR-BI DiI-HDL act
CS(=O)(=O)N1CCCC(C(=O)Nc2ccccc2C(F)(F)F)C1 (configuration not stated)	1.0	9.5	-16.7	-4.5	100.8	0.3	0.2	1.3	-10.2	7.1	16.7
CCOC(=O)N1CCC(NC(=O)COc2cc(=O)n(C)c3ccccc23)CC1	-7.7	11.7	9.2	-5.0	98.7	0.8	·	-9.1	0.3	-2.1	-9.2

The listing continues.
SMILES	dFosB act	Arr AP2 block	SR-BI HDL uptake	PKA-R1A activ	Pemphigus Ab inh	CDK5 p35 inh	NSD2 HMT inh	Mot1-301 SUMO	MITF TRPM1 HTS	PKA-R2B act	SR-BI DiI-HDL act
O=C(Nc1cc(S(=O)(=O)N2CCCC2)ccc1OCC(F)(F)F)c1ccc(F)cc1	-0.2	-6.7	-10.0	-13.6	104.1	-5.8	-1.6	-1.9	2.2	-4.6	10.0
Cc1c(C(=O)NCCCN2CCCC2=O)oc2ccccc12	1.8	8.0	-32.3	-12.1	99.9	-7.0	·	7.7	16.7	2.4	32.3
CCn1c(=O)n(CC)c2cc([N+](=O)[O-])ccc21	-7.7	2.6	-19.7	0.5	100.7	2.9	1.0	-12.4	·	-6.9	19.7
CCc1ccc(N(CC(=O)Nc2sc3c(c2C(=O)OC)CCCC3)S(C)(=O)=O)cc1	-1.8	-5.8	-15.5	-5.2	84.6	2.4	-1.0	11.3	46.6	3.7	15.5
O=C(NCc1ccco1)C1CCCN1C(=O)Nc1ccc(Cl)cc1 (configuration not stated)	1.6	7.7	-8.1	4.0	95.2	-1.5	-0.6	137.3	-5.9	0.3	8.1
COc1ccc(/C(C)=N/Nc2ccccc2Cl)c(O)c1	-12.1	18.9	·	1.9	107.0	1.4	7.8	118.3	36.2	-4.9	·
Cc1ccc(NC(=O)C(Nc2ccccc2)c2ccccc2)cc1 (configuration not stated)	-3.0	7.5	-17.1	-0.6	103.7	0.9	1.3	·	0.5	-3.8	17.1
c1ccc2[nH]c(CN3CCCCC3)nc2c1	0.3	-2.9	-6.0	5.2	91.9	1.4	0.3	-11.2	0.1	-13.1	6.0
C/C(=N/NC(=O)c1ccco1)c1ccc(Br)s1	-2.4	35.5	20.0	-0.4	99.8	-0.4	-3.2	-8.3	41.6	7.4	-19.9
CN(C)c1ncc(S(=O)(=O)c2ccc(Cl)cc2)c(-c2ccc(Cl)cc2Cl)n1	-10.0	0.8	-27.9	-2.3	101.9	2.3	-4.5	-11.5	·	-1.2	27.9
CCc1nnc(NC(=O)CCC(=O)N2CCN(Cc3cc(F)ccc3OC)CC2)s1	3.8	-55.9	7.5	2.3	99.5	0.3	0.2	-22.1	5.1	9.7	-7.5
COc1ccc(CSc2nncn2N)cc1Br	-1.1	·	-28.4	0.7	·	-0.7	-2.3	9.9	9.8	-7.9	28.4
CCCCOCCCNC(=O)c1ccc(NC(C)=O)cc1	-5.8	10.0	0.4	-15.4	87.8	12.4	·	-1.9	-5.3	-13.8	-0.4
CC(=O)Nc1nnc(CCS(=O)(=O)c2ccc(C)cc2)s1	-4.7	-1.7	·	-3.8	101.6	-1.1	·	12.9	3.1	8.8	·
S=c1[nH]nc(COc2ccc(Cl)cc2)n1Cc1ccco1	0.8	29.4	6.3	-3.0	103.4	0.5	4.1	-24.1	-2.6	-4.0	-6.3
CCc1ccc(OCC2c3cc(OC)c(OC)cc3CCN2C(=S)NCCOC)cc1 (configuration not stated)	1.9	37.6	3.3	11.6	105.2	0.8	-0.5	9.8	3.7	-13.2	-3.3
O=C(CSc1nc2ccccc2[nH]1)NC1CCCc2ccccc21 (configuration not stated)	-13.8	6.6	-12.9	3.5	97.0	0.9	0.9	-19.3	17.3	1.8	12.9
CCCCN(C(=O)c1ccc(-c2ccc(Cl)cc2)o1)c1c(N)n(CCCC)c(=O)[nH]c1=O	14.4	-2.7	50.2	3.5	93.0	1.0	0.5	-4.6	-10.9	2.7	-50.2
NC(=O)c1cccnc1Nc1cccc(F)c1	-5.5	0.6	0.1	2.0	105.7	2.0	-1.8	140.4	-6.2	-1.2	-0.1
CCOC(=O)C1CCN(C(=O)CCNC(=O)Cn2ccc3ccccc3c2=O)CC1	0.2	7.1	7.1	-8.8	97.9	2.5	-0.5	17.0	·	8.8	-7.1
Cc1ccc2nc(NC(=O)[C@H](C)N3C(=O)C4CC=CCC4C3=O)sc2c1 (some centres not stated)	-14.8	-15.7	34.4	-3.0	97.7	-1.1	-0.8	-1.8	5.5	2.2	-34.4
COc1ccc(-c2nc(CSCC(=O)N3CCN(C(=O)c4ccco4)CC3)c(C)o2)cc1OC	-2.1	2.4	16.5	-12.9	116.8	1.8	·	87.7	-5.5	0.8	-16.5
COc1ccccc1/C=C/C(=O)N1CCCC1	2.4	-4.2	21.7	-13.0	105.4	1.1	-1.3	3.7	5.6	-6.8	-21.7
CSc1ccc(Cl)c(C(=O)Nc2ccc(OCC(N)=O)cc2)c1	-0.5	10.8	-27.4	-0.5	109.4	-0.8	-0.1	-16.7	9.8	2.1	27.4

An excerpt from above in order of their number in dFosB act, rising:
Compound | dFosB act
C/C(=N/NC(=O)c1ccco1)c1ccc(Br)s1 | -2.4
COc1ccccc1/C=C/C(=O)N1CCCC1 | 2.4
CCCCN(C(=O)c1ccc(-c2ccc(Cl)cc2)o1)c1c(N)n(CCCC)c(=O)[nH]c1=O | 14.4
